# Screening results from PubChem.
# CIT2 TOR yeast: alters CIT2-GFP fluorescence in TOR pathway yeast screen | S. cerevisiae CIT2-GFP strain, flow cytometry, 3 h; 100 means same as DMSO wells | GFP response vs DMSO, % at 10 µM | 0.065% of 320,000 active | AID 2029;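 active = GFP response relative to DMSO above a set limit, near the screen mean plus 3 SD, cut at about 150% in these data; inconclusive = Fewer than 70 cells measured for a yeast strain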;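 note: ratio of well median GFP fluorescence to mean of DMSO wells on the plate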
# AGP1 TOR yeast: modulators of TOR pathway AGP1-GFP in S. cerevisiae; S. cerevisiae AGP1-GFP multiplex flow cytometry, 3 h; GFP as percent of DMSO wells; GFP response vs DMSO, % at 10 µM; 0.02% of 320,000 active; AID 2066;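 active = GFP response relative to DMSO above a set limit, near screen average plus 3 SD, cut at about 150% in these data; inconclusive = fewer than 70 cells counted for the yeast strain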;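 note: median GFP channel fluorescence of the gated AGP1 strain per well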
# VLA-4 inh: inhibition in a human VLA-4 binding assay; 0.2% of 330,000 active; P13612; inhibition, % (about 7 µM as worked out from the volumes in the protocol); AID 2557; VLA-4 expressing cells, ligand binding flow cytometry; in the data active = inhibition above about 50%
# LAP4 TOR yeast: yeast TOR pathway LAP4-GFP modulation. GFP response vs DMSO, % at 10 µM. AID 2023. S. cerevisiae LAP4-GFP multiplex, flow cytometry GFP, 3 h; median GFP as percent of DMSO wells. 0.34% of 320,000 active;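 active = GFP response vs DMSO above a set limit, about the screen mean plus 3 SD, cut at about 150% in these data; inconclusive = under 70 cell events counted for the yeast strain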
# MEP2-GFP yeast: yeast TOR pathway MEP2-GFP modulation; S. cerevisiae MEP2-GFP strain, flow cytometry GFP, 3 h; 100% = DMSO control level; GFP response vs DMSO, % at 10 µM; 0.51% of 330,000 active;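 active = GFP response versus DMSO above a set limit, roughly screen mean plus 3 SD, cut at about 180% in these data; inconclusive = fewer than 70 cells counted for a yeast strain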;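 note: median GFP fluorescence of the barcode-gated MEP2-GFP cells per well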
# RPL19A TOR yeast: alters RPL19A-GFP fluorescence in TOR pathway yeast screen. S. cerevisiae RPL19A-GFP strain, flow cytometry, 3 h; active compounds read low. percent response vs DMSO, % at 10 µM. 0.3% of 330,000 active. AID 2025;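 active = percent response vs DMSO below 50%; inconclusive = fewer than 70 events counted for the yeast strain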;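 note: median channel GFP fluorescence of the barcoded RPL19A-GFP strain; ratio of sample median GFP to plate DMSO average so 100% = DMSO; lower means less RPL19A-GFP as with rapamycin TOR inhibition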
# GRK2 aptamer HTS: blocks RNA aptamer binding to human GRK2; P25098; 0.59% of 330,000 active; AID 488847; inhibition of aptamer binding, % at 10 µM; bead flow cytometry, FAM-aptamer displacement from GRK2;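 active = inhibition of aptamer binding above 40%, roughly 3 SD of noise, on plates passing a quality check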;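 note: median bead fluorescence of bound FAM aptamer so fluorescent compounds give negative values; no value below 0 was filed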
# Target sequence (P25098 whole entry, looked up): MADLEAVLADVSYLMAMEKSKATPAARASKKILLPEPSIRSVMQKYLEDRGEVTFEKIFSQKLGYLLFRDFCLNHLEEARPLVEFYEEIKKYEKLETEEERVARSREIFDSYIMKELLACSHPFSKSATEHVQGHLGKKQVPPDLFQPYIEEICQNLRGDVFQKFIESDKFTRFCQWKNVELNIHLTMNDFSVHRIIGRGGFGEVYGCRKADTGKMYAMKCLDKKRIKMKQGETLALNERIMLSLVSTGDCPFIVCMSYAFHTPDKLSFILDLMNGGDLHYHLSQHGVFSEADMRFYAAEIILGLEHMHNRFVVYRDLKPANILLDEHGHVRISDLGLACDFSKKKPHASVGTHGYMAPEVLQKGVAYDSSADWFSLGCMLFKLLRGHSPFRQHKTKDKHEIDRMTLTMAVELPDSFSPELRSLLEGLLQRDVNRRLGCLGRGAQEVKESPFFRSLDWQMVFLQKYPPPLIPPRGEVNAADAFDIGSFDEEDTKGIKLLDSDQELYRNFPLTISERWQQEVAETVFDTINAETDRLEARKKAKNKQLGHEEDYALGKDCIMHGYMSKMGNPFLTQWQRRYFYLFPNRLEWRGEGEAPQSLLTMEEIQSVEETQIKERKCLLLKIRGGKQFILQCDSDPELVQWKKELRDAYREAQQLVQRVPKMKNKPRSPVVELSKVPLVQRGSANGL
# Yeast superoxide: lowers age-related superoxide in aged yeast cells; S. cerevisiae aged cells, superoxide DHE fluorescence; active compounds read low; superoxide response (% of plate mean), % at 10 µM; 0.18% of 330,000 active;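 active = superoxide response under a set limit, about three screen SD below normal, cut at about 65% in these data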;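 note: yeast aged for seven days with compound at 30 °C before DHE staining; 100% = average MFI of all compound-treated wells on the plate with controls excluded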
# * = called active by the depositor; ? = inconclusive; . = not tested or not shown; [ ] = remark or other dose.
SMILES,CIT2 TOR yeast,AGP1 TOR yeast,VLA-4 inh,LAP4 TOR yeast,MEP2-GFP yeast,RPL19A TOR yeast,GRK2 aptamer HTS,Yeast superoxide
Cc1ccccc1NC(=O)Cc1nc(COC(=O)Cc2ccccc2F)cs1,90,97,-8,104,97,96,0,82
O=C(O)c1ccc2c(c1)ncn2C1CCCCCC1,96,94,-5,90,96,93,0,79
COC(=O)CCC(=O)OC1(C)C(=O)C=C2C=C(C3CC3)N(CCCCO)C=C2C1=O (stereo unspecified),102,104,18,90,106,103,1,91
Cn1c(-c2ccc(F)cc2)cnc1SCC(=O)N1CCCc2ccccc21,90,100,-8,112,100,96,4,96
COc1ccc(CCC(=O)Nc2cccc(Cl)c2)cc1,104,105,26,100,100,104,0,109
COc1ccc(/C=C2\Oc3cc(OCC(=O)N4CCC(C(=O)O)CC4)ccc3C2=O)c(OC)c1OC,94,100,25,102,100,95,1,119
O=C(CNc1cccc(S(=O)(=O)N2CCOCC2)c1)Nc1ccccc1F,100,99,5,99,101,98,3,97
CC(C)CCNC(=S)Nc1ccc(Br)cc1,95,100,18,112,85,102,0,100
COc1cccc(NC(=O)CCc2nc(-c3cccs3)no2)c1,101,108,6,115,103,102,0,103
COc1cc(C(=O)NNC(=O)CN2C(=O)NC(C)(c3ccc(C)cc3)C2=O)cc(OC)c1OC (stereo unspecified),93,101,3,97,95,98,0,92

# A different layout for some results above:
Molecule	CIT2 TOR yeast	AGP1 TOR yeast	VLA-4 inh	LAP4 TOR yeast	MEP2-GFP yeast	RPL19A TOR yeast	GRK2 aptamer HTS	Yeast superoxide
COc1ccc(CCC(=O)Nc2cccc(Cl)c2)cc1	104	105	26	100	100	104	0	109
COc1ccc(/C=C2\Oc3cc(OCC(=O)N4CCC(C(=O)O)CC4)ccc3C2=O)c(OC)c1OC	94	100	25	102	100	95	1	119
O=C(CNc1cccc(S(=O)(=O)N2CCOCC2)c1)Nc1ccccc1F	100	99	5	99	101	98	3	97
CC(C)CCNC(=S)Nc1ccc(Br)cc1	95	100	18	112	85	102	0	100

# Next compounds
SMILES,CIT2 TOR yeast,AGP1 TOR yeast,VLA-4 inh,LAP4 TOR yeast,MEP2-GFP yeast,RPL19A TOR yeast,GRK2 aptamer HTS,Yeast superoxide
Cc1csc2c(=O)n3c(nc12)CCCCC3,103,107,2,112,116,107,1,92
CCOC(=O)/C(C#N)=C/c1cn(CCC(=O)O)nc1-c1ccc(Cl)cc1,103,107,-2,102,101,110,1,119
CCOC(=O)CNC(=S)N(Cc1ccccc1)Cc1ccccc1F,108,105,-3,93,102,102,0,92
Nc1c(C(=O)CCC(=O)O)oc2ccc(Cl)cc12,104,99,-16,100,104,96,0,86
COc1ccc(C(CNS(=O)(=O)c2ccc(C)cc2)N2CCN(C)CC2)cc1 (stereo unspecified),110,114,-7,108,99,104,0,75
Cc1nc(SCC(=O)NC(=O)NCc2ccccc2)nc(C)c1C,95,97,5,103,97,95,0,91
O=C(CSc1ccccn1)Nc1ccc2ccccc2c1,81,85,1,110,91,92,0,70
Cc1ccc(F)cc1NS(=O)(=O)c1ccc(Cl)s1,109,103,-1,98,106,103,0,99
COc1ccc(NC(=O)CCCc2ccccc2)cc1OC,102,101,1,95,106,101,0,96
C=C(C)CSc1cc(C)c(C#N)c2nc3ccccc3n12,?,26[may fluoresce violet],-1,92[may fluoresce violet],91[may fluoresce violet],94[may fluoresce violet],2,81
C[C@H](NC(=O)c1ccco1)C(=O)N1CCN(c2ccc(C(F)(F)F)cn2)CC1,102,101,7,98,103,98,0,109
S=c1[nH]nc([C@@H]2C[C@H]2c2ccccc2)n1-c1ccccc1Cl,102,113,-1,118,95,92,2,104
O=C1CC(c2ccco2)CC(O)=C1C=NCCN1CCN(C(=O)Nc2ccc(Cl)cc2)CC1 (stereo unspecified),104,99,33,95,110,106,3,103
COc1cc(/C=N/O)ccc1Oc1cnccn1,109,102,5,89,104,106,0,100
CCOC(=O)N1CCN(C(=O)C2CCCN(S(=O)(=O)c3ccc(C)cc3)C2)CC1 (stereo unspecified),106,102,3,104,102,100,0,96
COc1ccc(S(=O)(=O)Cc2ccc(C(=O)NCc3cccnc3)o2)cc1,100,102,16,105,98,101,1,94
CCOC(=O)CSc1c(-c2ccc(Cl)cc2)[nH]c2ccccc12,95,99,4,106,106,104,0,87
COC(=O)C1=C(C)NC(C)=C(C(=O)OC)C1C(=O)OCC(=O)c1ccc(F)cc1,97,102,-12,101,103,94,0,92
Cn1c(=O)c2[nH]c(Nc3ccccc3)nc2n(C)c1=O,91,102,11,105,112,104,2,104
COc1ccccc1Nc1nc(N)nc(CN2CCN(c3ccccc3F)CC2)n1,106,112,-2,98,102,101,0,109
O=C(CCN1C(=O)/C(=C/c2ccc(F)cc2)SC1=S)Nc1cccnc1,98,99,6,96,102,96,0,94
COc1cccc(CNC(=O)CCC2CCCN(C(=O)c3cc4ccccc4o3)C2)c1 (stereo unspecified),96,98,-20,95,90,97,2,107
CC(Nc1cc(N2CCN(C(=O)C(C)(C)C)CC2)ccc1[N+](=O)[O-])c1ccccc1 (stereo unspecified),96,92,-2,101,94,94,8,111
CCN(Cc1ccccc1)C(=O)CN1C(=O)NC(CC)(c2ccc(F)cc2)C1=O (stereo unspecified),94,96,49,89,98,102,2,101
Cc1cc(C(=O)NCc2cccs2)n(-c2ccccc2)n1,104,106,12,104,103,103,0,89
CC(=O)c1c(C)[nH]c(C(=O)OCC(=O)Nc2ccc(C)cc2[N+](=O)[O-])c1C,96,100,34,110,107,96,7,112
COc1ccc(S(=O)(=O)N2CCOCC2)cc1NC(=O)Cc1ccc2c(c1)OCCO2,100,102,3,107,101,103,5,96
CCC(C)N1C(=O)CN(C2CCCCCC2)C(=O)C1c1ccccc1F (stereo unspecified),108,112,8,99,104,94,1,115
O=C(c1ccc2oc(CCCc3ccccc3)nc2c1)N1CCCC1,95[may fluoresce green],94[may fluoresce green],-3,104[may fluoresce green],103[may fluoresce green],96[may fluoresce green],0,110
O=C(NCCN1CCOCC1)c1cccc2c1C(=O)c1ccc(N3CCCC3)cc1S2(=O)=O,90,87,-69,89,.,96,3,117

# An excerpt from above in order of count of non-hydrogen atoms, highest first:
SMILES,CIT2 TOR yeast,AGP1 TOR yeast,VLA-4 inh,LAP4 TOR yeast,MEP2-GFP yeast,RPL19A TOR yeast,GRK2 aptamer HTS,Yeast superoxide
O=C(NCCN1CCOCC1)c1cccc2c1C(=O)c1ccc(N3CCCC3)cc1S2(=O)=O,90,87,-69,89,.,96,3,117
CC(=O)c1c(C)[nH]c(C(=O)OCC(=O)Nc2ccc(C)cc2[N+](=O)[O-])c1C,96,100,34,110,107,96,7,112
Cc1cc(C(=O)NCc2cccs2)n(-c2ccccc2)n1,104,106,12,104,103,103,0,89

# The results go on.
SMILES,CIT2 TOR yeast,AGP1 TOR yeast,VLA-4 inh,LAP4 TOR yeast,MEP2-GFP yeast,RPL19A TOR yeast,GRK2 aptamer HTS,Yeast superoxide
COC(=O)c1cc(NS(=O)(=O)c2ccc(F)cc2)ccc1N1CCOCC1,96,98,2,104,96,96,1,98
O=C(Nc1nnc(-c2ccccc2)o1)c1cc(Cl)sc1Cl,100,99,6,103,103,102,0,146
Cc1ccc(NC(=O)Nc2ccc(S(N)(=O)=O)cc2)cc1,88,91,0,83,95,91,0,85
Cc1ccc(C(=O)N(CN2CCCC2=O)c2ccccc2)cc1,98,92,3,94,100,101,0,105
O=c1nc(-c2ccccc2)cc(C(F)(F)F)[nH]1,94,96,2,96,102,92,0,89
Fc1ccc(Oc2cnns2)cc1,103,97,-6,98,106,99,1,90
COc1ccccc1-c1nnc(SCC(=O)Nc2nc(-c3ccccc3)cs2)n1C,99,96,8,99,99,100,0,110
Cc1ccccc1OCC(=O)N(Cc1ccc(N(C)C)cc1)C1CCS(=O)(=O)C1 (stereo unspecified),.,94,21,96,97,100,1,93
COc1ccc(-c2cnnn2-c2ccc(NC(=O)c3ccc(S(=O)(=O)N4CCCCC4)cc3)cc2)cc1OC,108,101,30,118,105,98,0,123
CC1CN(c2nc(-c3ccc(Br)cc3)nnc2-c2ccccc2)CC(C)N1 (stereo unspecified),?,.,11,113[may fluoresce violet],496*[may fluoresce violet],29*[may fluoresce violet],0,100

# Compound profiles (already shown).
# Entry for CC1CN(c2nc(-c3ccc(Br)cc3)nnc2-c2ccccc2)CC(C)N1 (stereo unspecified) = CIT2 TOR yeast: ?; AGP1 TOR yeast: .; VLA-4 inh: 11; LAP4 TOR yeast: 113[may fluoresce violet]; MEP2-GFP yeast: 496*[may fluoresce violet]; RPL19A TOR yeast: 29*[may fluoresce violet]; GRK2 aptamer HTS: 0; Yeast superoxide: 100
# Entry for Cc1ccccc1OCC(=O)N(Cc1ccc(N(C)C)cc1)C1CCS(=O)(=O)C1 (stereo unspecified) = CIT2 TOR yeast: .; AGP1 TOR yeast: 94; VLA-4 inh: 21; LAP4 TOR yeast: 96; MEP2-GFP yeast: 97; RPL19A TOR yeast: 100; GRK2 aptamer HTS: 1; Yeast superoxide: 93
# Entry for Cc1ccc(NC(=O)Nc2ccc(S(N)(=O)=O)cc2)cc1 = CIT2 TOR yeast: 88; AGP1 TOR yeast: 91; VLA-4 inh: 0; LAP4 TOR yeast: 83; MEP2-GFP yeast: 95; RPL19A TOR yeast: 91; GRK2 aptamer HTS: 0; Yeast superoxide: 85

# Continued:
SMILES,CIT2 TOR yeast,AGP1 TOR yeast,VLA-4 inh,LAP4 TOR yeast,MEP2-GFP yeast,RPL19A TOR yeast,GRK2 aptamer HTS,Yeast superoxide
O=C(c1ccccc1Cl)N1CCC(N2CCC(C(=O)N3CCCC3)CC2)CC1,93,96,9,85,98,97,0,86
CCOc1ccccc1N(C(=O)c1snc(C(N)=O)c1N)C(C(=O)NC1CCCC1)c1ccco1 (stereo unspecified),.,98,7,95,102,99,4,87
Cc1c(C)c2ccc(OCC(=O)N(C)C)c(C)c2oc1=O,?,?,-3,88[may fluoresce violet],482*[may fluoresce violet],49*[may fluoresce violet],0,110
CCOc1ccc(-c2cc(C(=O)N/N=C(\C)c3cccnc3)c3ccccc3n2)cc1,99,101,-2,90,101,101,0,91
Cc1ccccc1C(=O)OCC(=O)Nc1cccc(S(=O)(=O)NC2=NCCC2)c1,85,98,2,90,95,97,0,106
COc1ccc(OC(C)C(=O)NC2CC(C)(C)NC(C)(C)C2)cc1 (stereo unspecified),.,108,10,95,100,102,1,111
Cc1ccc(C)c(CSc2nnc([C@@H]3CCCN3)o2)c1,94,101,5,105,101,97,0,104
COc1cccc(/C=N/NC(=O)c2ccc(-c3ccccc3)cc2)c1O,103,104,14,101,98,102,0,83
CCN1CCN(C(=O)CCCCCn2c(=O)[nH]c3cc(C(=O)OC)ccc3c2=O)CC1,99,106,38,92,102,100,0,109
NC(=O)C1CCN(C(=O)c2cccc(CN3C(=O)c4ccccc4C3=O)c2)CC1,100,99,7,103,105,98,0,97
Cc1cccc2c1N(CC(=O)OC(C)C)C(=O)C2=O,95,102,31,97,100,97,1,87
C/C(=N\OC(=O)c1ccc(Cl)c(Cl)c1)c1sc(C)nc1C,102,100,5,121,104,100,0,118
Cc1ccc(NC(=S)N/N=C2/CCCCc3ccccc32)cc1,98,96,-1,105,102,97,1,97
Cc1cccc(C)c1-n1nnnc1SCC(=O)c1c(N)n(C2CC2)c(=O)[nH]c1=O,89,92,6,88,90,94,0,88
